Source: PubChem (several laboratories)
Mcl1-Bid inh: disrupts binding of human Mcl-1 to Bid peptide | Q07820 | TR-FRET Mcl-1/Bid-Dy647 peptide binding, 1536-well | inhibition, % at 21.7 µM | hit rate 0.97% among 220,000 | AID 1021;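 active = compounds that cut the binding signal by more than half at the single screening dose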;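 note: His-tagged Mcl-1 with europium anti-His antibody binding Bid BH3 peptide; 0% = Mcl-1 plus peptide wells and 100% = peptide-only wells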
Target sequence (Q07820 whole entry, looked up): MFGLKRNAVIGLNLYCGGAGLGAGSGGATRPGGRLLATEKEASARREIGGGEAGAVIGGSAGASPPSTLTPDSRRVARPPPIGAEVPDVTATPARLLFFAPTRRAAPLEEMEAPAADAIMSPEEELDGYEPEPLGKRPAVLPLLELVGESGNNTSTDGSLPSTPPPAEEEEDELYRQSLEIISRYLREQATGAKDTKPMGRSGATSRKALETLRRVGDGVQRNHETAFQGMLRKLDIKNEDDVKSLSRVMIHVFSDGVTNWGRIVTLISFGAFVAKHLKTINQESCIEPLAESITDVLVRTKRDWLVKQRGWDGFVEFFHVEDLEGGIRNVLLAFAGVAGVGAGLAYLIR
ABCG2 block: blocks JC-1 efflux by human ABCG2 transporter; AID 1325; inhibition, % at 6.6 µM; hit rate 0.1% among 190,000; IgMXP3 cells, flow cytometry;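 active = inhibition above 80%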;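 note: 0% = DMSO and 100% = nicardipine control wells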
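Assay system – ABCG2 IgMXP3 and barcoded ABCB1 CCRF-Adr cell mix · Input – 3 million cells/mL in well · Reagent – JC-1 fluorescent substrate · Compound – single test compound dose, 6.6 µM final · Timing – 10 min exposure at 25 °C with rotation, no wash · Detection – flow cytometry of retained JC-1 fluorescence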
RGS7-Gao reg: modulates binding of RGS7 to human Galphao; P09471; Multiplexed bead flow cytometry; actives lie on both sides; binding response (% of control), % at 10 µM; hit rate 0.35% among 220,000; in the data active = binding response below about 49% or above about 150%; inconclusive = no clear call, values can overlap the other calls; inactive = in between;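 note: fluorescent Galphao held in activated GDP-AlF4 state binding bead-coupled RGS7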
Target sequence (P09471 whole entry, looked up): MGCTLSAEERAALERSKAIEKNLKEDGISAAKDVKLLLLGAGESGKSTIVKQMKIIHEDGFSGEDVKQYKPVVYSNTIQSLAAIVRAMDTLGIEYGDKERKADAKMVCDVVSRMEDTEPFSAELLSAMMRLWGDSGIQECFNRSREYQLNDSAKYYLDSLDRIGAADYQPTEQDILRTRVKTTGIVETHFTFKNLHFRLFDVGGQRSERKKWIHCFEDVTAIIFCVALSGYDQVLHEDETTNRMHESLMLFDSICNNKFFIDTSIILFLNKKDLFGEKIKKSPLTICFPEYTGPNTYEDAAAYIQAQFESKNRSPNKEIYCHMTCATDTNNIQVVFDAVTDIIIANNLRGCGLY
RGS8-Gao: human RGS8-Galphao interaction regulation. multiplexed bead flow cytometry, RGS8-Galphao binding; actives lie on both sides. response (percent of control binding), % at 10 µM. AID 1423. P09471. hit rate 0.34% among 220,000; in the data active = response below about 60% or above about 140%; inactive = in between;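 note: Galphao activated as the GDP aluminium fluoride complex binding bead-coupled RGS8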
Pf gametocyte: inhibitors of late stage P. falciparum gametocyte viability; P. falciparum stage V gametocytes, ATP luminescence, 24 h; AID 743093; inhibition, % at 10.9 µM; hit rate 0.065% among 150,000;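 active = inhibition above the mean plus 3 SD of compounds within the control limits, set per campaign, cut at about 38% in these data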;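 note: 0% = DMSO wells and 100% = medium only without gametocytes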
RGS4-Gao reg: modulates binding of RGS4 to human Galphao; P09471; AID 1415; Multiplexed bead flow cytometry; actives lie on both sides; hit rate 0.33% among 220,000; binding response (% of control), % at 10 µM; in the data active = binding response below about 49% or above about 150%; inactive = in between;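 note: fluorescent Galphao activated with aluminum fluoride binding bead-coupled RGS4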
ABCB1 block: inhibitors of human ABCB1 transporter, ABCG2 counter-screen | CCRF-Adr cells, JC-1 efflux, flow cytometry | inhibition, % at 6.6 µM | P08183 | hit rate 0.067% among 190,000 | AID 1326; in the data active = inhibition above about 40%;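 note: 0% = vehicle and 100% = reference inhibitor; higher value means more JC-1 retained so stronger ABCB1 efflux block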
Mcl1-Noxa inh: disrupts binding of human Mcl-1 to Noxa peptide; Q07820; TR-FRET Mcl-1/Noxa peptide binding, 2 h; inhibition, % at 21.7 µM; hit rate 1.5% among 220,000; AID 1022;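 active = compounds that cut the protein-peptide binding signal by more than 50% relative to plate controls in a single-dose test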;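 note: His-tagged Mcl-1 with rhodamine Noxa BH3 peptide and terbium anti-His antibody; 0% = Mcl-1 plus Noxa peptide wells and 100% = peptide-only wells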
GSH bead fluor: compound fluoresces at 488/530 nm on GSH beads. fluorescence (KMESF) at 10 µM. GSH beads flow cytometry, compound fluorescence 488/530 nm; stronger effect = higher value. hit rate 0.25% among 190,000; in the data active = fluorescence above about 89;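 note: glutathione beads carrying GST-tagged Bcl family fusion proteins plus one bare bead set; values are compound well signal with DMSO vehicle wells as background; inactives centre near 16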
Avidin fluor: compound fluoresces at 488/530 nm on avidin beads; fluorescence (KMESF) at 10 µM; compound fluorescence 488/530 nm, flow cytometry; stronger effect = higher value; hit rate 0.38% among 220,000; in the data active = fluorescence above about 47; note: inactives centre near 10
Mcl-1 Bim block: disrupts Bim peptide binding to human Mcl-1; Bead-based flow cytometry, Bim peptide-Mcl-1 binding; AID 1009; inhibition, % at 10 µM; hit rate 0.1% among 190,000; Q07820; in the data active = inhibition above about 40%;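 note: 0% = no compound tracer wells and 100% = peptide blocker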
* marks the source's active call; other numbers are inactive results; ? = inconclusive; / = no result given.

SMILES	Mcl1-Bid inh	ABCG2 block	RGS7-Gao reg	RGS8-Gao	Pf gametocyte	RGS4-Gao reg	ABCB1 block	Mcl1-Noxa inh	GSH bead fluor	Avidin fluor	Mcl-1 Bim block
CC1(C)Cc2c(sc3nnn(CC(=O)Nc4ccccc4)c(=O)c23)CO1	-5	/	?	94	7	127	/	3	/	92*	/
Cc1sc2nc(SCC(=O)c3cccs3)n(Cc3ccco3)c(=O)c2c1C	2	4	100	100	-7	96	1.4	-1	41	15	0
CCc1ccccc1NC1=NCC(=O)N1C1CCCC1	-14	0	111	103	-65	104	0.2	4	21	17	0
O=C(Cn1cc2c(n1)CCCCC2)NCc1ccccn1	-32	0	101	102	/	101	0.1	-7	24	9	-1
Cc1[nH]nc2c1C(CCc1ccccc1)C(C#N)=C(N)O2 (stereo not given)	-19	3	98	99	/	100	0.7	10	12	26	-3
O=C(Nc1ccc(NC(=O)c2sc3ccccc3c2Cl)cc1)c1ccco1	42	-3	98	98	2	100	-0.6	26	13	8	-2
Cc1nnsc1NC(=O)OCc1ccc(C(C)(C)C)cc1	-23	20	101	100	/	97	-0.9	17	14	9	0
COCCSc1nnc(NC(=O)CSCc2ccccc2)s1	-8	2	107	101	/	94	0.3	7	38	9	-2
COc1ccc(N(C(=O)c2ccco2)S(=O)(=O)c2cc(OC)ccc2OC)cc1	-15	0	103	100	/	101	1.6	0	33	12	-1
Cc1cc(C)n(-c2nc(SCC(=O)O)c3c4c(sc3n2)COC(C)(C)C4)n1	-12	/	?	97	-23	92	/	19	/	2	/
O=C(Nc1nc(-c2ccc(F)c(F)c2)cs1)c1cnccn1	25	/	?	106	-34	105	/	22	/	11	/
Cc1ccc(N=Nc2cc(C)ccc2N)cc1	-60	/	?	98	22	98	/	-3	/	3	/
OCCCn1c(-c2ccccc2)n[nH]c1=S	-26	1	97	100	/	97	0.4	4	15	6	-2
Cc1nc(SCC(=O)Nc2nc3ccccc3s2)c(C#N)c(C)c1C	-35	-1	104	100	13	99	-0.5	17	5	14	-6
N#CCC(=O)N/N=C/c1ccc(OCC(=O)Nc2ccc(F)cc2)cc1	-104	8	97	102	-4	106	0.7	13	19	8	2
Cc1cc(=O)oc2cc(OCC(=O)OCC(=O)Nc3ccccc3C(C)C)ccc12	1	10	99	101	-23	104	0.2	-4	10	5	-2
CCOC(=O)N1CCN(C(=O)COc2ccc3c(c2)C(=O)CC2(CCN(C(C)=O)CC2)O3)CC1	-5	0	100	101	14	106	0.0	-14	10	36	0
O=C(CNC(=O)c1cccc(F)c1)OCc1cc(=O)n2cc(Br)ccc2n1	-14	11	99	91	-14	98	0.5	12	11	6	0
O=C(Nc1ccc(Oc2c(F)c(F)c(F)c(F)c2F)cc1)OC1CCN2Cc3ccccc3N=C12 (stereo not given)	0	/	?	98	/	99	/	-2	/	/	/
COCCN(C(=O)C(=O)NC1CCCC1)C(C(=O)NC1CCCC1)c1ccccc1F (stereo not given)	-21	1	105	103	6	102	0.5	-10	23	9	1
Cc1ccc2c(c1)sc(C)[n+]2CCCS(=O)(=O)[O-]	-47	20	105	100	/	100	-0.6	9	14	8	0
COc1cccc2c(=O)ccoc12	-34	5	107	107	/	108	0.2	11	28	14	-4
Cc1ccc2cc(/C=N/NC(=O)c3ccc(F)cc3)c(Cl)nc2c1	-25	3	94	97	/	98	-0.1	4	25	9	0
CC(CCc1ccccc1)NC(=O)c1ccc(NC(=O)c2ccc(Cl)cc2Cl)cc1 (stereo not given)	-30	60	100	98	-11	98	1.1	16	11	24	-8
Oc1c(C(c2ccccn2)N2CCOCC2)ccc2cccnc12 (stereo not given)	-22	-6	98	100	/	102	-1.0	5	31	14	-5

Going on with the list:
SMILES	Mcl1-Bid inh	ABCG2 block	RGS7-Gao reg	RGS8-Gao	Pf gametocyte	RGS4-Gao reg	ABCB1 block	Mcl1-Noxa inh	GSH bead fluor	Avidin fluor	Mcl-1 Bim block
CSCc1cc(N2CCOCC2)nc(SCc2ccc(Cl)c(Cl)c2)n1	-18	12	99	99	-17	97	0.9	6	37	11	-1
Cc1ccc(S(=O)(=O)NCC(=O)NCC(=O)OCC(=O)N2CC(=O)Nc3ccccc32)cc1C	-3	1	99	100	/	99	0.1	22	14	10	-1
CC(C)c1ccc(NC(=S)NN2CCOCC2)cc1	30	-1	104	103	/	103	-0.1	19	12	13	-4
CCOC(=O)c1c(N)nn(C(C)=O)c1-c1ccccc1	1	10	101	97	-25	80	1.1	5	26	18	-1
Cc1cc2nc(CCN(C(=S)NCC3CCCO3)C3CCCC3)[nH]c2cc1C (stereo not given)	-39	2	105	128	-7	110	0.5	2	23	6	0
CC(=O)NC1C(=O)N(CCc2ccccc2)c2ccc(Br)cc21 (stereo not given)	-9	1	97	104	/	99	0.2	16	6	17	3
Cc1ccccc1CC1(CO)CCCN(Cc2cn[nH]c2-c2ccccc2)C1 (stereo not given)	-25	1	102	101	13	101	0.6	13	18	5	0
CCOC(=O)N1CCN(CC(O)COc2c(OC)cccc2OC)CC1 (stereo not given)	2	0	106	102	/	102	0.4	-1	8	16	0
CCOC(=O)C1CCN(Cc2cnc(NC(=O)OC)s2)CC1	-30	2	101	99	12	103	0.4	-11	56	6	-1
CCOC(=O)c1nn(-c2ccccc2)c(=O)cc1SC1CCCCC1	-4	4	93	95	9	93	1.1	-2	20	8	0
CC1CCCCC1NC(=O)CN1C(=O)c2cccc(N)c2C1=O (stereo not given)	-61	0	?	102	-14	102	-0.2	4	12	9	-1
Cc1cc(C)cc(OCC(=O)NCc2nc(-c3ccccc3)no2)c1	-6	2	100	102	14	100	0.2	-21	13	9	1
O=C1Nc2ccccc2OC1CC(=O)N1CCN(c2cccc(C(F)(F)F)c2)CC1 (stereo not given)	-28	18	105	99	/	100	0.0	12	42	10	-4
CS(=O)CCC(NS(=O)(=O)c1ccccc1)C(=O)O (stereo not given)	6	0	99	100	17	94	0.2	6	46	6	-3
Cc1nnc(NC(=O)CSc2nnc(Cc3cccn3C)n2CCc2ccccc2)s1	-38	1	101	101	/	101	0.3	14	9	9	0
C/C(=N/NC(=O)c1cc(-c2cccc([N+](=O)[O-])c2)n[nH]1)c1cccc(O)c1	-10	/	?	109	-11	113	/	5	/	6	/
CCOCCCNC(=S)Nc1ccc2nc(N3CCCC3)cc(C)c2c1	-74	12	99	102	-2	98	8.2	21	4	10	-3
FC(F)(F)c1cccc(N2CCc3cn[nH]c32)c1	-21	1	102	102	/	101	0.0	-3	12	35	-1
O=C1N/C(=N/S(=O)(=O)Cc2ccccc2)S/C1=C/c1ccc2c(c1)OCO2	3	/	?	105	-26	107	/	10	/	8	/
O=C(NCCCNC(=O)c1ccccn1)c1ccccn1	-27	-1	103	102	-2	103	0.3	-5	34	9	-1
COc1cccc(-c2nc(-c3ccccc3)nc(N3CCN(C)CC3)c2C#N)c1	-35	27	?	102	14	102	5.0	7	14	9	0
COc1ccc(C2C(C#N)=C(N)Oc3cc(C)n(Cc4ccncc4)c(=O)c32)cc1 (stereo not given)	-21	9	100	103	/	95	1.0	13	26	16	/
CS(=O)(=O)N(CC(=O)Nc1ccccc1C(=O)NCCc1ccccc1)c1ccc2c(c1)OCCO2	-16	6	100	99	2	101	1.4	-13	10	10	-1
COc1ccc(C(=O)COC(=O)C2CCN(S(=O)(=O)c3cccc4cccnc34)CC2)cc1	-6	9	102	100	-13	101	1.3	-7	15	17	13
Cc1ccccc1N(CC(=O)NCc1ccncc1)S(C)(=O)=O	4	2	104	100	-2	106	0.6	13	16	8	-1

The list continues:
SMILES	Mcl1-Bid inh	ABCG2 block	RGS7-Gao reg	RGS8-Gao	Pf gametocyte	RGS4-Gao reg	ABCB1 block	Mcl1-Noxa inh	GSH bead fluor	Avidin fluor	Mcl-1 Bim block
O=c1/c(=C/c2ccccn2)sc2nc3ccccc3n12	47	5	89	98	-15	86	0.1	44	12	11	0
CC(C)(C)NC(=O)C(c1ccncc1)N(C(=O)C1CSC(=O)C1)c1ccccc1 (stereo not given)	-12	1	100	104	/	104	0.4	-1	19	12	8
COc1ccc(NC(=O)c2cc(-c3cc(C)cc(C)c3O)n[nH]2)cc1Cl	1	0	97	102	-15	100	-0.2	18	12	11	-1
CC(C)C1=CC(=NS(=O)(=O)c2cccc([N+](=O)[O-])c2)C=C(C(C)C)C1=O	-12	10	102	100	-30	100	1.2	11	34	12	0
Cc1ccc(C(CCN)c2ccco2)cc1 (stereo not given)	-3	-2	100	102	/	100	-0.2	/	31	9	-5
Cc1cc(C)c(NC(=O)C(C)(C)C)c(Cl)c1	1	1	97	100	/	97	0.3	2	15	19	1
COc1ccc(NC(=O)Nc2ccc(C)cc2OC(F)F)cc1OC	3	4	106	104	/	100	0.4	39	33	12	-4
Cn1c2c(c(=O)n(C)c1=O)C(CC(=O)Nc1ccccc1)C(=O)N2 (stereo not given)	-2	1	88	74	/	83	0.4	17	58	3	-2
Cc1cc(Cl)ccc1NC(=S)NCCN1CCOCC1	-53	11	101	104	/	101	1.0	-2	6	10	-7
CC(C)(Cc1nc2ccccc2[nH]1)C(=O)O	-19	0	99	102	13	101	0.0	-6	22	31	-5
O=C(Cn1cnc([N+](=O)[O-])n1)NC1CC1	-16	-2	102	105	-4	108	-0.1	9	20	10	2
CC1=NN(c2ccccc2)C(=O)C1/C=C1\NC(=S)NC1=O (stereo not given)	3	-2	98	97	17	98	-1.2	20	8	11	-7
CCNC(=O)COC(=O)c1cc(-c2ccco2)nc2ccccc12	-40	/	?	100	3	100	/	81*	/	2	/
CCOC(=O)c1sc(=S)n(-c2ccccc2)c1N	-37	1	97	98	/	97	0.1	4	13	21	-4
O=C(O)CC(C(=O)Nc1cccc(C(F)(F)F)c1)C1CCCO1 (stereo not given)	-10	2	90	99	-7	93	0.3	6	28	11	-4
Cc1cc(=O)[nH]c(SCC(=O)Nc2cccc(C(F)(F)F)c2)n1	-8	2	104	102	/	106	-0.1	15	20	38	-4
COc1ccc(S(=O)(=O)N2CCN(c3cccc(C)c3C)CC2)cc1	-16	7	100	102	/	102	1.0	15	18	7	-1
O=C(Cc1ccc(-c2ccccc2)cc1)NNC(=S)NCc1ccco1	-23	4	102	104	14	100	0.2	8	14	6	-3
Cc1cccc(NC(=O)/C(C#N)=C/c2cn(CC(=O)NCc3ccco3)c3ccccc23)c1	15	-1	99	97	-21	93	-0.5	-1	10	7	-3
Cc1csc(NC(=O)Cc2coc3cc(C)c(C(C)C)cc23)n1	-25	3	104	102	/	105	0.2	16	49	10	-133
Cc1cccc(NC(=O)NC(=O)c2ccccc2)n1	-2	12	107	106	17	104	0.4	1	23	6	-1
COC(=O)Cc1ccc(NC(=S)N2CCN(c3cccc(O)c3)CC2)cc1	-85	14	115	118	5	116	0.8	35	8	18	-1
